PDI inh: inhibitors of human protein disulfide isomerase; PDI insulin aggregation turbidity, A650, 90 min; inhibition, % at 10 µM; hit rate 0.052% among 350,000; AID 588391;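 active means mean inhibition across replicates of 30% or more, whatever share of single replicates reach that level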;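 further: absorbance from insulin aggregation driven by PDI reduction with DTT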
Vif inh: inhibitors of HIV Vif | inhibition, % at 7.49 µM | hit rate 0.35% among 340,000 | HEK293T cells, Vif self-association by quenched fluorescence, imaging, 24 h | AID 602346; in the data active means inhibition above about 50%, passing the limit was not always enough; further: some results filed as inactive read as strong as hits
hiPSC survival: enhancers of human iPSC single-cell survival; hiPSC single-cell survival, ATPlite luminescence; 100% = ROCK inhibitor wells, 0% = DMSO; hit rate 0.044% among 360,000; survival enhancement, % at 20 µM; in the data active means survival enhancement above about 18%;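 further: cells exposed to compounds for 16 hours before the ATP read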
HTR2A ag: mouse HTR2A agonism via beta-arrestin recruitment. hit rate 0.66% among 360,000. CHO-K1 mHTR2A beta-arrestin complementation, luminescence; percent of 30 µM serotonin response. P35363. activation, % at 7.6 µM;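 active means activation above a run cutoff, the mean activation of all tested compounds plus 3 SD, cut at about 14% in these data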;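 further: 0% = plate median of compound wells and 100% = 30 µM serotonin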
H9c2 protect: myocardial damage modulation in H9c2 cells | H9c2 cardiomyocytes, H2O2 injury protection, ATPLite, 2 h | protection from H2O2 cell death, % at 20 µM | hit rate 0.63% among 360,000 | AID 588492;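 active means compounds giving at least 50% protection of heart cells from peroxide-induced death in the single-dose screen, raw or plate-pattern-corrected value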;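 further: 0% = DMSO wells with peroxide and 100% = DMSO wells without peroxide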
Exocytosis inh: lytic granule exocytosis inhibition; hit rate 0.66% among 360,000; TALL-104 LAMP-1 surface exposure, flow cytometry; cells stimulated with thapsigargin and PMA; inhibition, % at 10 µM;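 active means inhibition above about 55%, limit read from the data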
aDG glyco up: alpha-DG glycosylation activation; Pro5-aDG cells, alpha-DG glycosylation AlphaScreen (IIH6); 0% Pro5, 100% B10-LARGE cell signal; activation, % at 10 µM; hit rate 0.22% among 360,000;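 active means activation of at least 8% versus controls, or a plate z-score of at least 8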;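 further: Pro5 are CHO cells carrying HIG-tagged alpha-DG that lacks glycosylation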
N-glyco inh: blocks N-linked glycosylation in D54 reporter cells. hit rate 0.23% among 360,000. reporter increase, % at 12.5 µM. D54 ERlucT glycosylation luciferase reporter, 24 h; percent of 100 nM tunicamycin response. AID 588692;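 active means mean luciferase reporter signal, scaled so untreated is 0 and the glycosylation-blocking control 100, at or above a set limit in every replicate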;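 further: luciferase carries N-glycosylation sites so blocking glycosylation raises the light; 0% = median of neutral control wells and 100% = median of 100 nM tunicamycin wells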
ABCB6 inh 2: human ABCB6 transporter inhibition. AID 602162. fluorescence ratio to DMSO, % at 10 µM. hit rate 0.19% among 360,000. K562-ABCB6 porphyrin accumulation, flow cytometry, 1 h; active compounds read low. Q9NP58;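 active means fluorescence ratio to DMSO below 75%, the collection mean minus 3 SD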;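 further: signal is porphyrin accumulated inside mitochondria; 100% equals median channel fluorescence of DMSO control wells; lower ratio means ABCB6 inhibition with less porphyrin fluorescence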
Target sequence (Q9NP58 whole entry, looked up): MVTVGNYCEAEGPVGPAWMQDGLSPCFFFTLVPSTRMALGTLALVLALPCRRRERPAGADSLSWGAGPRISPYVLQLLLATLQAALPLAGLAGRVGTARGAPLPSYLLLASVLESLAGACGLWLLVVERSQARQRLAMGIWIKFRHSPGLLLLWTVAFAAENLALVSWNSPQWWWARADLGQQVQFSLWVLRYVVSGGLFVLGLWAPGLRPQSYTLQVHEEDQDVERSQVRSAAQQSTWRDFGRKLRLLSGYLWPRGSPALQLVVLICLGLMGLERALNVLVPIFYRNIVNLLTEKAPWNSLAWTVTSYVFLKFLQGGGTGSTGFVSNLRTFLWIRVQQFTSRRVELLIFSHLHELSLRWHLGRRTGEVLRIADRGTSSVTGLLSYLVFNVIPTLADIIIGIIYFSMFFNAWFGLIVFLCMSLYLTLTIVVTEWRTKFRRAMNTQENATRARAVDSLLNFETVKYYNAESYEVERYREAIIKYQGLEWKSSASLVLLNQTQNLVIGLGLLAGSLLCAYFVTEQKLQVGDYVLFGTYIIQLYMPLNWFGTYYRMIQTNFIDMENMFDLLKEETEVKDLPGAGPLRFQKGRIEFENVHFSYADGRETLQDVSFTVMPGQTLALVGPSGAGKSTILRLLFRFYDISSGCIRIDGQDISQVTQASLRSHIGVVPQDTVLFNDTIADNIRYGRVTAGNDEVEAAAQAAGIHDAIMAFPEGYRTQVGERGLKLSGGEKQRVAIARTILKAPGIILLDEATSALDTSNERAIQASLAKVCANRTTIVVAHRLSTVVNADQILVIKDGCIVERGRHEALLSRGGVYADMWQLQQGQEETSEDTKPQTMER
CaV13 ICDI inh: Disruptors of the CACNA1D IQ motif to Ca2+-dependent inactivation inhibitor domain association, primary screening, Förster resonance energy transfer in intact living …. HEK cells, CFP/YFP FRET ICDI-IQ, plate reader, 10 min; percent FRET-ratio fall versus neutral wells. inhibition, % at 12.3 µM. hit rate 0.098% among 340,000. AID 743397;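 active means mean replicate inhibition of at least 30% and at least 1% of replicates passing that level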;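 further: 0% = median of the neutral control wells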
* hit, by the source's call; · = not tested or not shown; & = joins results of further samples.

SMILES | PDI inh | Vif inh | hiPSC survival | HTR2A ag | H9c2 protect | Exocytosis inh | aDG glyco up | N-glyco inh | ABCB6 inh 2 | CaV13 ICDI inh
COc1ccccc1CNC(=O)CN(c1ccc(C)cc1)S(=O)(=O)c1c(C)noc1C | 14 | 9 | -0.3 | 17* | 1 | 0 | 0.1 | -6 | 103 | -5
O=C(CNC(=O)c1cccc(Br)c1)N/N=C/c1cc(Br)cc(Br)c1O | -2 | -2 | 0.2 | 1 | 59* | 3 | 0.1 | 3 | 102 | -16
COc1cc(C(=O)CCc2ccc3c(c2)OCO3)cc(OC)c1OC | -38 | 2 | 1.8 | -3 | -3 | -1 | -0.1 | 1 | 96 | -10
Cc1ccc2nc(SCC(=O)NC3CC3)[nH]c2c1 | 1 | -2 | -0.2 | 8 | -1 | 1 | -0.3 | 1 | 97 | ·
O=C(/C=C/c1ccccc1[N+](=O)[O-])N1CCCCC1 | -4 | 5 | -2.0 | -3 | -1 | 1 | -0.3 | 0 | 90 | -18
CC(C)c1ccc(NC(=O)C2CSC3(C)CCC(=O)N23)cc1 (centres undefined) | 0 | -4 | -0.2 | -8 | -2 | 8 | 0.2 | 0 | 98 | ·
O=C(CCN1C(=O)[C@@H]2Cc3ccccc3CN2C1=O)NCCc1ccccc1 | 0 | 13 | 0.0 | 0 | 0 | 4 | -0.4 | 0 | 100 | -13
CC1(C)NC(=O)N(CCCCSc2ccc(Cl)cc2)C1=O | -4 | -7 | 4.4 | -3 | -1 | 2 | -0.1 | 1 | 91 | -4
Cc1c(O)ccc(/C(Cc2ccc3ccccc3n2)=N\N)c1O | 9 | 5 | -0.4 | -4 | 63* | 1 | 0.6 | -9 | 121 | -2
COc1ccc2ccc(OC)c(/C=N/n3cnnc3)c2c1 | 0 | 2 | -0.2 | 0 | 11 | 4 | 0.1 | 3 | 101 | -20
CC(C)=C1SC(N2CCN(Cc3ccccc3)CC2)=NC1=O | -2 | -4 | -0.9 | 0 | -4 | -3 | 2.8 | 0 | 100 | -4
Cc1cccc(C)c1NC(=S)N1CC(C)OC(C)C1 (centres undefined) | 1 | 4 | -0.5 | 5 | 8 | 1 | 0.0 | 0 | 102 | -4
CCNC(=O)COC(=O)CCNC(=O)c1cccc(C)c1 | -4 | -2 | 3.9 | 2 | -2 | -1 | -0.4 | 1 | 93 | -7
CCCn1c(=O)c(C(=O)NNC(=O)c2cccc([N+](=O)[O-])c2)c(O)c2ccccc21 | -7 | -11 | -0.4 | -3 | -4 | -2 | -0.2 | 1 | 108 | -5
O=C(/C=C/c1ccccc1Cl)Nn1cnc2ccccc2c1=O | -1 | -9 | -1.3 | 6 | 2 | -2 | -0.1 | -1 | 98 | -5
CCn1nc(C)cc1C(=O)NC1CCCc2c1cnn2-c1ccc(C)c(C)c1 (centres undefined) | 0 | -5 | -0.3 | 2 | -9 | 60* | 1.1 | 8 | 88 | -3
CCOC(=O)N1CCN(C(=O)c2ccc3c(c2)N(C)C(=O)/C(=C\c2ccc(OCC)c(OC)c2)S3)CC1 | -8 | -13 | -0.5 | 5 | 0 | 10 | 1.3 | -4 | 98 | -15
COc1ccc(CCC(=O)Nc2ccc(S(=O)(=O)N3CCOCC3)cc2)cc1 | -10 | -6 | -0.4 | 0 | -2 | 8 | 0.0 | 0 | 96 | -3
O=C(COC(=O)c1ccc(S(=O)(=O)N2CCCC2)cc1)NCc1ccc(Cl)cc1 | 2 | 9 | -2.3 | 2 | -1 | 2 | 0.0 | 2 | 99 | -4
COC(=O)C(Cc1c[nH]c2ccccc12)NC(=O)c1cccs1 (centres undefined) | 21 | 0 | -0.1 | 2 | -5 | -1 | 0.0 | 3 | 99 | -19
COc1ccc(-c2c3c([nH]c(=S)c2C#N)CCC3)cc1 | 10 | 16 | -0.3 | 5 | 2 | -5 | 0.5 | 5 | 102 | -5
CCOc1ccc(NC(=O)CC(C)S(=O)(=O)c2ccc3c(c2)NC(=O)CO3)cc1 (centres undefined) | 6 | -2 | 0.6 | 0 | 4 | 0 | -0.1 | -1 | 97 | -2
Cc1ccc(C(=O)NC2CC3CCCC(C2)N3C(=S)NCc2ccco2)cc1 (centres undefined) | -5 | -1 | -0.8 | 3 | -2 | -2 | -0.1 | 0 | 98 | 2
O=C(Cn1ccc2cc(S(=O)(=O)N3CCCCC3)ccc21)NCc1ccccc1F | -1 | -9 | 0.3 | -6 | -4 | -2 | 0.0 | -2 | 98 | -6
CCN(CC(=O)Nc1ccc2c(c1)OCCO2)C(=O)/C=C/c1cc(Br)ccc1OC | -5 | 21 | -2.4 | -2 | 4 | -6 | 0.0 | 0 | 101 | -11

Full records from above. Screens in order: PDI inh	Vif inh	hiPSC survival	HTR2A ag	H9c2 protect	Exocytosis inh	aDG glyco up	N-glyco inh	ABCB6 inh 2	CaV13 ICDI inh
`CCOc1ccc(NC(=O)CC(C)S(=O)(=O)c2ccc3c(c2)NC(=O)CO3)cc1` (centres undefined) in the list: 6	-2	0.6	0	4	0	-0.1	-1	97	-2
`O=C(CCN1C(=O)[C@@H]2Cc3ccccc3CN2C1=O)NCCc1ccccc1` in the list: 0	13	0.0	0	0	4	-0.4	0	100	-13

Sorted by length of the SMILES (ascending): 3 of the compounds above.
SMILES | PDI inh | Vif inh | hiPSC survival | HTR2A ag | H9c2 protect | Exocytosis inh | aDG glyco up | N-glyco inh | ABCB6 inh 2 | CaV13 ICDI inh
COc1ccc(-c2c3c([nH]c(=S)c2C#N)CCC3)cc1 | 10 | 16 | -0.3 | 5 | 2 | -5 | 0.5 | 5 | 102 | -5
CC(C)c1ccc(NC(=O)C2CSC3(C)CCC(=O)N23)cc1 (centres undefined) | 0 | -4 | -0.2 | -8 | -2 | 8 | 0.2 | 0 | 98 | ·
O=C(Cn1ccc2cc(S(=O)(=O)N3CCCCC3)ccc21)NCc1ccccc1F | -1 | -9 | 0.3 | -6 | -4 | -2 | 0.0 | -2 | 98 | -6

(cont.)
SMILES | PDI inh | Vif inh | hiPSC survival | HTR2A ag | H9c2 protect | Exocytosis inh | aDG glyco up | N-glyco inh | ABCB6 inh 2 | CaV13 ICDI inh
COc1ccc(CCC(C)N2CCOCC2)cc1 (centres undefined) | -4 | 11 | -0.4 | 5 | 5 | -1 | 0.0 | 2 | 103 | -3
COc1ccc(CCNC(=O)CN2C(=O)c3ccccc3S2(=O)=O)cc1OC | -23 | 12 | -2.0 | 1 | 11 | 0 | 0.4 | 3 | 105 | ·
CN1C(=O)C2(NCCc3c2[nH]c2ccccc32)c2ccccc21 (centres undefined) | 3 | 17 | 5.9 | 4 | -8 | -3 | -0.1 | 1 | 111 | -6
Cc1cc(OCC(=O)NCCN2CCOCC2)c2c(C)c(C)c(=O)oc2c1 | 6 | 3 | 0.5 | 0 | -3 | -3 | -0.4 | 5 | 86 | -14
COc1ccc(C2OCC3(CO2)SC(=O)NC3=O)cc1 (centres undefined) | -1 | 2 | -1.3 | 1 | 2 | -10 | -0.2 | 5 | 101 | -5
CCOC1=C2[C@H](c3ccc(C)cc3)N(S(=O)(=O)c3ccc(C)cc3)C[C@H]2n2c(=O)n(-c3ccccc3)c(=O)n2C1 | · | 2 | 41* | 7 | 6 | -2 | 0.0 | 4 | 101 | -6
C[C@H](NC(=O)OCc1ccccc1)C(=O)NNC(=O)[C@H](Cc1ccccc1)NC(=O)OC(C)(C)C | -2 | · | -0.6 | 9 | -2 | -4 | -0.2 | 2 | 99 | 7
CCN(C(=O)c1ccc(C)c(Br)c1)c1ccccc1 | 0 | -6 | 0.9 | -1 | 1 | 0 | -0.4 | -3 | 100 | -4
Cc1ccc(-c2csc3ncn(Cc4ccc(C(=O)O)cc4)c(=O)c23)cc1C | -5 | 25 | 4.7 | 1 | 3 | -2 | 0.1 | 1 | 95 | -2
CC(C)C(=O)N1CCC(CN=CC2=C(O)CC(C)(C)CC2=O)CC1 | 2 | 0 | 1.6 | 10 | -6 | 4 | 0.7 | 4 | 104 | -5
Cc1ccccc1OCCn1cc(C(=S)N2CCCC2)c2ccccc21 | 4 | -12 | 0.9 | 0 | -10 | 0 | 2.0 | -5 | 152 | -3
COc1ccccc1C(=O)NC(=S)Nc1ccc(N2CCCC2)cc1 | 9 | -12 | 0.4 | 0 | -6 | -2 | -0.2 | -2 | 99 | -3
CCc1ccc(NC2=CC(=O)CC(C)(C)C2)cc1 | -3 | -2 | -0.6 | 3 | 6 | -6 | 0.7 | -1 | 94 | -20
CCOc1ccc(N(CC(=O)NCc2ccccc2Cl)S(=O)(=O)c2c(C)[nH]c(=O)[nH]c2=O)cc1 | 9 | -1 | -0.6 | 4 | 1 | -2 | 0.0 | 1 | 99 | -2
COc1ccc(S(=O)(=O)N2CCC(C(=O)O)(c3ccccc3)CC2)cc1 | -11 | 24 | -0.6 | -5 | -4 | 11 | -0.2 | 0 | 99 | 20
COc1cc(-c2cc(C(=O)NCCc3ccc(S(N)(=O)=O)cc3)c3ccccc3n2)cc(OC)c1OC | -1 | 5 | -0.5 | -1 | 24 | -1 | 0.0 | -2 | 91 | -6
Cc1cc2nc(-c3ccc[nH]c3=O)n(Cc3cccc(F)c3)c2cc1C | -7 | -1 | 0.3 | -2 | 0 | -5 | 0.0 | 1 | 96 | -5
COc1ccc(C(CNC(=O)c2ccc3c(c2)C(=O)N(CCC(C)C)C3=O)N2CCOCC2)cc1 (centres undefined) | 0 | 6 | 1.9 | -2 | 10 | -2 | -0.2 | 2 | 94 | -4
CC(Oc1ccc2c(-c3ccccc3)cc(=O)oc2c1)C(=O)NCC1CCC(C(=O)O)CC1 (centres undefined) | · | -13&-3 | -0.8&1.5 | 1&2 | 4&-1 | -5&12 | -0.1&-0.2 | 3&4 | 95&93 | ·
Cc1cccc(C(=O)NCC(C)NC(=O)c2cccc(C)c2)c1 (centres undefined) | 1 | -1 | 1.0 | -3 | 0 | -4 | 0.1 | -3 | 91 | -2
CCOC(=O)CC(=O)CSc1ncnc2c1nnn2-c1ccc(OC)cc1 | -6 | 4 | -0.1 | -1 | 11 | -2 | 0.0 | 3 | 101 | -10
O=C(Nc1nccs1)OCc1ccccc1 | 5 | -10 | 0.2 | 1 | -1 | 0 | 0.1 | -1 | 100 | -4
CCOc1cc(/C=C2/C(=N)N3C(=NC2=O)SN=C3S(=O)(=O)C(C)C)ccc1OC(=O)c1ccco1 | 0 | -3 | -0.3 | 4 | 7 | -1 | -0.1 | 1 | 104 | -7
FC(F)(F)c1nnc2ccc(N3CCN(c4ccccc4)CC3)nn12 | 0 | 20 | 1.2 | 5 | -6 | -10 | -0.2 | 2 | 94 | -7
S=C(Nc1ccccc1)Nc1ccccn1 | -5 | 5 | -2.2 | -4 | 4 | 4 | 0.3 | 2 | 100 | -5
CCCCCCCCCc1conc1C(=O)/C=C/c1ccco1 | · | · | · | -1 | · | 11 | 0.0 | · | · | -4
O=C(O)C1CCCN1C(=O)Nc1ccc(F)cc1 (centres undefined) | 8 | 13 | 3.2 | -2 | 10 | -2 | 0.1 | 0 | 101 | -3
O=c1sc2ccccc2n1Cc1ccccc1 | 4 | 3 | -1.1 | -3 | -1 | -1 | -0.2 | 0 | 99 | -3
Cc1ccc(C)c(N2CCN(C(=O)Cc3c(C(=O)O)[nH]c4ccc(Cl)cc34)CC2)c1 | 2 | 2 | -0.4 | 0 | -4 | 2 | 0.1 | 2 | 102 | -5
CN(C)C(=O)CCc1ccc2c3c([nH]c2c1)[C@]1(C)[C@@H](C(=O)N2CCOCC2)C[C@H](CC(=O)NCCC2=CCCCC2)C(=O)N1CC3 | -2 | -1 | 0.4 | -4 | 2 | -3 | 0.2 | 0 | 95 | -6

Assay outcomes (PubChem BioAssay)
